Yp Topo-I inh: blocks Yersinia pestis topoisomerase I activity. actives 0.064% (n = 360,000). AID 504884. Y. pestis Topo-I cleavage product accumulation, plate reader. activity, % at 10 µM; in the data active = activity above about 50%, passing the limit was not always enough; inconclusive = no clear call, values can overlap the other calls; also: inactives centre near 2
BH1578 lux ind: quorum light induction in luxS cqsA deficient V. cholerae. V. cholerae BH1578 lux reporter, luminescence, 6 h. activation, % at 18.7 µM. actives 0.16% (n = 350,000). AID 588436; in the data active = activation mostly above about 9.7%, no sharp cut-off; inconclusive = no clear call, values can overlap the other calls; inactive = mostly below about 3.7%; also: not every result past the cut was called active; inactives centre near 0; reference of the scale not given here
Anthrax LF prot: blocks Bacillus anthracis lethal factor protease | P15917 | multiplex microsphere protease cleavage assay, LF | inhibition, % at 10 µM | actives 0.12% (n = 360,000); also: plate controls were buffer without enzyme for full effect and enzyme alone for no effect
Target sequence (P15917 whole entry, looked up): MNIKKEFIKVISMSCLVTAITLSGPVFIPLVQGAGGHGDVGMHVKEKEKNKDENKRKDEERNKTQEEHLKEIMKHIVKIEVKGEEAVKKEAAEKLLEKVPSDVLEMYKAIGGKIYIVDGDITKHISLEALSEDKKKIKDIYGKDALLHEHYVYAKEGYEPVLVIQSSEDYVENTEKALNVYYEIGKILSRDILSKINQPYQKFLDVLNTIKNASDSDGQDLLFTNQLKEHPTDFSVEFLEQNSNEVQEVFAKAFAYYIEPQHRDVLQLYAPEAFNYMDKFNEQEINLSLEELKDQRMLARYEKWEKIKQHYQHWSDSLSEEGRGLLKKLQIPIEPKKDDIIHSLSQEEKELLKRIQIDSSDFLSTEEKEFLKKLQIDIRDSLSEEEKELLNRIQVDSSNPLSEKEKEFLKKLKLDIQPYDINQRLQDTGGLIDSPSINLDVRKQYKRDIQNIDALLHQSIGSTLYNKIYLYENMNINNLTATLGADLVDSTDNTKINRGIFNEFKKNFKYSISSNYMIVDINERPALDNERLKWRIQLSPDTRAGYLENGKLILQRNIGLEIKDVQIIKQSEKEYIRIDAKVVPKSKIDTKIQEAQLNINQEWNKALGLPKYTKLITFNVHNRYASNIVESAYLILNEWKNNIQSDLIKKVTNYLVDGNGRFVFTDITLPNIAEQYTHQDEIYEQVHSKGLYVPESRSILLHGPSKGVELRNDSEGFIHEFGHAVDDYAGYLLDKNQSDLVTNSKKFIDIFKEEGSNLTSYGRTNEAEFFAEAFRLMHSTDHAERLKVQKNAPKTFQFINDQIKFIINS
PfHsp40 yeast: restores yeast growth despite PfHsp40 toxicity; S. cerevisiae expressing PfHsp40, growth rescue, ATP luminescence; growth rescue, % at 12.5 µM; actives 0.68% (n = 340,000); AID 504582; in the data active = growth rescue above about 28%, passing the limit was not always enough; inconclusive = no clear call, values can overlap the other calls;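 also: yeast W303a lacking pdr1 and pdr3 grown in galactose medium; growth measured after three days at 30 °C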
BoNT A protease: BoNT A light chain protease inhibition. multiplex microsphere protease substrate cleavage, flow cytometry. inhibition, % at 10 µM. actives 0.17% (n = 360,000). AID 588499; also: plate controls were buffer without enzyme for full effect and enzyme alone for no effect
DUSP3 inh: DUSP3 (human) phosphatase inhibition; recombinant VHR phosphatase, pNPP absorbance; AID 1654; inhibition, % at 13.3 µM; P51452; actives 0.52% (n = 290,000); in the data active = inhibition above about 50%; also: some compounds called inactive have numbers as strong as hits
Target sequence (P51452 whole entry, looked up): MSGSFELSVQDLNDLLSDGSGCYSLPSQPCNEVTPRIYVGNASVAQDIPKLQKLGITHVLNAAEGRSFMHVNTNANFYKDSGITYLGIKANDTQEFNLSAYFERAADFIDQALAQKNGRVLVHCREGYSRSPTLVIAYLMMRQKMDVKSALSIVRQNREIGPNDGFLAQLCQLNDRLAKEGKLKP
SARS 3CLpro inh: SARS-CoV 3CLpro protease inhibition | P0C6X7 | recombinant SARS-CoV 3CLpro, quenched FRET peptide cleavage | inhibition, % at 6 µM | actives 0.14% (n = 290,000) | AID 1706; in the data active = inhibition above about 12%
PriA SSB inh: blocks PriA binding to SSB C-terminal tail. AlphaScreen SSBct-PriA binding, biotinylated peptide. inhibition, % at 33 µM. actives 0.6% (n = 430,000); in the data active = inhibition mostly above about 37%, no sharp cut-off; inactive = mostly below about 20%;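 also: plate controls were negative control peptide for no effect and reference peptide for full effect; strong numbers were not always called active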
CCHF vOTU inh: CCHFV vOTU protease inhibition; inhibition, % at 11.5 µM; Pep-AMC fluorescence; actives 0.55% (n = 370,000); in the data active = inhibition above about 30%; also: 0% = vehicle wells with enzyme and 100% = no enzyme wells
TcdB GH inh: TcdB glycohydrolase inhibition; P18177; TcdB glycohydrolase enzymatic assay, plate reader; inhibition, % at 9.99 µM; actives 0.24% (n = 350,000); in the data active = inhibition above about 10%
An asterisk follows results filed as active; i = inactive; ? = inconclusive; nt = no result given; & = joins results of further samples. Rule as the data show it, unless noted: active = inhibition above about 30%; inconclusive = no clear call, values can overlap the other calls; inactive = below that. Only part of the results is shown. The share of hits here may be higher or lower than overall.

Compound,Yp Topo-I inh,BH1578 lux ind,Anthrax LF prot,PfHsp40 yeast,BoNT A protease,DUSP3 inh,SARS 3CLpro inh,PriA SSB inh,CCHF vOTU inh,TcdB GH inh
CCN(CC)CCCNc1nc2ccccc2c2[nH]c3ccc(OC)cc3c12,-46,-1.0,-8,2.1,-1.1,nt,nt,14,0,6.8
Cc1nc(N[C@@H](Cc2c[nH]c3ccccc23)C(=O)O)c2oc3ccccc3c2n1,nt,i,nt,0.3,nt,-1,-1,15,4,nt
CCOC(=O)N1CCN(C(=O)c2c(O)c3cccc4c3n(c2=O)CC4)CC1,2,-0.1,-10,-0.7,-0.5,-5,5,-12,-1,nt
O=C(Nc1ccccc1)Nc1cccc(C(F)(F)F)c1,3,i,-7,0.0,-0.7,-6,5,-28,-7,1.8
CCCCc1nc(SCC(=O)N2CCCCC2)c2c(=O)n(C)c(=O)n(C)c2n1,25,-5.0,2,-0.3,-5.6,nt,nt,3&10,9,-0.2
CCOc1ccccc1N(CC(=O)Nc1ccccc1C(=O)N1CCCC1)S(C)(=O)=O,5,-0.4,0,-0.4,-1.6,21,-5,-13,2,0.4
CS(=O)(=O)N1CCCC(C(=O)Nc2ccccc2Cl)C1 (stereo not given),-2,-0.4,-6,0.4,-2.1,2,5,-23&-2&-6,-2,2.0
Cc1nc2ccccc2n1S(=O)(=O)c1cc(C(=O)O)ccc1Cl,5,i,-6,0.1,-4.3,nt,-1,15,1,1.1
O=[N+]([O-])c1ccc(Cl)c(CN2CCN(c3ncccn3)CC2)c1,1,i,nt,-2.4,nt,1,1,5,-14,1.2
CN(C)C1(CNC(=O)c2cccc(S(=O)(=O)Nc3ccc(Br)cc3)c2)CCCCC1,-17,-4.2,?,2.7,-1.4,nt,nt,0,3,0.4
CCOc1ccc(NS(=O)(=O)c2cc(C)c(C)cc2C)cc1,16,1.6,0,2.0,0.7,8,2,-5&-10,-3,1.0
Nc1cc(-c2nc3ncccc3o2)ccc1Cl,12,i,-9,-1.2,-1.1,-8,2,-7,-15,1.8
CCN(C(=O)COC(=O)c1ccccc1Cc1ccccc1)c1c(N)n(Cc2ccccc2)c(=O)[nH]c1=O,24,-6.2,-4,-0.9,-0.9,nt,nt,-3,-8,1.2
CCN(CC)C(=O)CSc1nc(O)cc(=O)n1C,-7,i,-3,-0.1,0.3,-13,3,-15,0,nt
CN1CCc2cc(O)c(O)cc2C(c2ccccc2)C1 (stereo not given),-3,-0.6,1,-1.1,-1.5,nt,nt,-6,-2,2.8
CCOC(=O)C1CCN(C(=O)CCc2c(C)nc3c(-c4ccc(F)cc4)c(C)nn3c2C)CC1,25,-0.3,-5,1.4,0.3,5,0,-11,2,-7.2
Cc1cccc(CSCCNC(=O)c2ccc(N(C)S(=O)(=O)c3ccccc3)cc2)c1,-10,-1.6,0,-1.3,0.6,25,5,-21,7,nt
Cc1ccc(-c2c[n+](CC(=O)Nc3ccccc3C)c3n2CCC3)cc1,-4,-0.5,1,-0.7,-0.7,32,0,-6,-7,1.4
COc1ccccc1/C=C1\N=C(C(C)(C)C)OC1=O,-1,i,1,-0.1,-1.9,7,-1,-20,-10,0.5
Cc1ccc([N+](=O)[O-])cc1NC(=S)NC(=O)C(C)(C)C,3,7.1,8,-0.5,-1.8,14,2,-8,-8,nt
CN1CCN(C(=O)c2cnc(Cc3c[nH]c4ccccc34)c(I)c2)CC1,13,-0.7,2,nt,-0.8,nt,nt,nt,-10,2.3
Cc1cc(C)nc(SCCn2c(N3CCCCC3)nc3c2c(=O)n(C)c(=O)n3C)n1,-5,i,-2,-1.5,0.1,0,0,4,0,nt
Cc1cccc(N2CCN(Cc3nc(C4CC4)no3)CC2)n1,-10,-0.7,-7,-0.6,0.2,17,0,-1,19,1.7
O=c1oc(=S)oc2c1[C@H](c1ccc(Cl)cc1)O[C@H](C1CCCC1)C2,nt,nt,-2,nt,-0.1,nt,nt,nt,8,2.3
Cc1cc(=O)oc2c(C)c(OC(=O)c3ccco3)ccc12,5,-0.2,-2,0.3,1.3,5,7,6,-38,0.2

New compounds follow.
Compound,Yp Topo-I inh,BH1578 lux ind,Anthrax LF prot,PfHsp40 yeast,BoNT A protease,DUSP3 inh,SARS 3CLpro inh,PriA SSB inh,CCHF vOTU inh,TcdB GH inh
COc1ccc(CCNc2ccc(S(=O)(=O)N3CCN(C)CC3)cc2[N+](=O)[O-])cc1,17,i,6,-0.1,6.1,nt,nt,25,3,1.0
CC(=O)c1ccc(N2CCN(S(=O)(=O)c3c(C(=O)N4CCCC4)c(C)n(C)c3C)CC2)cc1,9,-7.1,-3,-2.3,1.5,2,-1,-11,5,1.2
CCOC(=O)N1CCC(NC(=O)c2ccc(CS(=O)(=O)c3c(Cl)cccc3Cl)o2)CC1,-6,-0.2,-1,1.9,-0.2,13,-3,-17,-2,2.2
CCc1ccc2oc(=O)cc(CN(C)Cc3ccccc3)c2c1,48,i,-3,1.7,0.1,22,2,-59,1,nt
O=C(NCCc1cn2ccccc2n1)C1CCCCC1,11,-0.1,4,-1.3,0.1,12,7,-17,-4,-0.1
Cc1c(C(=O)N(C)CC(=O)Nc2cccc(F)c2)oc2c(Cl)cccc12,3,-1.4,2,nt,3.4,nt,nt,2,4,1.4
Cc1ccc(C(=O)Cn2nc(C)c([N+](=O)[O-])c2C)c(C)c1,29,-2.7,-2,4.5,-0.3,0,-5,-7,7,0.6
O=C(Nc1ccc(Cl)cc1)OCc1cc(-c2ccccc2Cl)on1,9,-12,20,0.6,0.0,23,1,6,26,nt
CCn1c(SCC(=O)NC2CC2)nc2ccccc21,-6,-0.3,-4,nt,-0.3,nt,nt,nt,3,-1.3
COc1ccc(S(=O)(=O)NCCSCc2cccc(C)c2)cc1Br,-4,-0.5,-4,2.5,-2.2,28,0,-32,10,nt
COc1cc(OC)c(C(=O)COc2ncnc3ccccc23)c(OC)c1,5,-0.5,-1,1.6,-0.3,15,4,-8,1,nt
Cc1cc(Cl)ccc1NC(=O)c1ccc2c(c1)OCO2,-4,i,2,0.9,-0.3,36,0,-2,1,1.8
Cc1cc(OCCCCCNCCO)cc(C)c1Cl,-3,-4.2,-5,0.4,-1.3,-4,3,-2,-1,nt
Cc1ccc(OCC(=O)NCCO)c(Br)c1,2,-0.3,-1,1.2,-0.3,40,3,0,-15,-0.3
CCOC(=O)N1CCC(NC(=O)C2CCN(S(=O)(=O)N3CCCC3)CC2)CC1,-5,-0.4,-2,-1.2,-1.3,20,1,-4,-9,nt
COc1ccc(C(=O)N2CCN(C(C)=O)CC2)cc1S(=O)(=O)NCc1ccc(Cl)cc1,-5,-0.3,-2,0.7,0.0,-1,-2,-7,1,nt
N#CC1(Nc2ccc(-c3ccc(NC4(C#N)CCCC4)cc3)cc2)CCCC1,-3,i,-9,-0.6,-0.4,nt,nt,8,-10,-0.6
CC12CN(C(=S)Nc3ccccc3)CC(C)(CN(C(=S)Nc3ccccc3)C1)C2=O,5,-0.2,-1,-0.6,-1.8,7,1,-4,2,1.0
CC(C)c1ccc(NC(=O)C2CCN(S(C)(=O)=O)CC2)cc1,9,nt,-1,0.2,-3.3,5,4,-15,10,nt
Cc1cc(C)n(/N=C/c2ccco2)c(=O)c1C#N,-1,-0.2,0,-2.1,-0.2,7,0,nt,17,-8.4
CCOC(=O)CSc1nnc(Cn2nnc3ccccc32)n1-c1ccc(F)cc1,-6,i,nt,nt,nt,5,7,-6,-14,1.0
COc1ccc(NC(=O)c2cccs2)c([N+](=O)[O-])c1,7,i,-3,0.3,-1.0,26,2,20&7,11,nt
O=C(Nc1ccc(Cl)cn1)c1ccc([N+](=O)[O-])o1,-2,-5.6,2,2.8,0.3,27,-2,-1,1,1.1
CC(=O)N1c2ccc(C)cc2C(c2ccccc2)CC1C (stereo not given),30,-0.4,-7,-1.6,4.5,19,11,-8,-4,1.5
CSCCC(NC(=O)c1ccco1)C(=O)Nc1cc(C)ccn1 (stereo not given),-1,-4.2,0,-0.4,-2.4,nt,nt,11,5,1.9

Next section
Compound,Yp Topo-I inh,BH1578 lux ind,Anthrax LF prot,PfHsp40 yeast,BoNT A protease,DUSP3 inh,SARS 3CLpro inh,PriA SSB inh,CCHF vOTU inh,TcdB GH inh
COC(=O)c1c(C)[nH]c(C(=O)OCC(=O)N(CC(C)C)c2c(N)n(Cc3ccccc3)c(=O)[nH]c2=O)c1C,-3,-12,3,1.4,4.3,nt,nt,2,5,2.7
Cc1ccc(S(=O)(=O)N2CCCC(C(=O)NCc3ccccc3F)C2)cc1 (stereo not given),11,i,15,0.0,-0.9,18,1,-5,18,-1.1
Cc1ccc(S(=O)(=O)N(C)C)cc1NC(=O)Nc1ccccc1,6,i,1,1.3,-0.4,24,3,-10,-4,2.4
Cn1c(=O)oc2cc(S(=O)(=O)N3CCC4(CC3)OCCO4)ccc21,-4,i,-2,0.6,2.6,12,1,-2,-13,nt
Cc1cc(C)c(S(=O)(=O)N2CCCC(C(=O)N3CCOCC3)C2)c(C)c1 (stereo not given),14,0.2,-1,1.0,-0.8,10,-2,-1,-9,1.2
COc1ccccc1-c1nnc(SCC(=O)Nc2ccc3[nH]c(=O)[nH]c3c2)n1N,-3,i,-2,0.1,-0.5,nt,nt,-9,-10,0.5
COC(=O)C(=C/C(C)=C/c1cccnc1)C(=O)OC,4,-0.2,-1,1.3,-0.4,19,1,-6,-1,0.3
CCN(CC)c1ccc(S(=O)(=O)N2CCOCC2)cc1NC(=O)COC(=O)/C=C/c1ccco1,20,i,-5,-0.8,0.1,nt,nt,1,9,-0.3
COc1ccc(-c2csc(Cc3nnc4n3CCCCC4)n2)cc1,3,nt,0,-0.8,-0.6,-1,-2,-15,-3,1.0
O=C(CN1C(=O)NC2(CCCC2)C1=O)Nc1ccc(F)c(F)c1F,-2,-0.7,-6,-0.5,-0.3,40,-2,-17,-3,nt
Cc1ccc2nc(COC(=O)c3ccc(Cl)nc3)cc(=O)n2c1,-3,i,-5,-0.5,-0.1,nt,nt,-1,-19,0.5
O=C(NCC1CCCO1)c1ccc(-c2cccc(C(F)(F)F)c2)o1 (stereo not given),5,i,0,2.7,2.8,22,0,-3,15,-0.8
Cn1c(SCc2cc(=O)[nH]c3ccccc23)nnc1-c1ccc(Br)cc1,7,0.3,-7,0.4,-1.8,13,4,-64,-2,nt
Cc1noc(C)c1C(=O)NCc1cccs1,8,-0.3,0,-0.1,-0.1,24,-2,3,nt,1.2
Cn1c(=O)[nH]c(=O)c2c1nc(SCCC(=O)O)n2Cc1cccc(Br)c1,0,-0.2,nt,1.0,nt,8,2,-17,1,2.4
Cc1ccc(NC(=O)CCC(=O)NNS(=O)(=O)c2ccc(Cl)cc2)cc1C,-10,i,-2,0.0,1.0,2,3,-3,6,1.0
O=C(CSC1=NCCS1)Nc1nc(-c2ccccc2)cs1,-8,-6.1,1,-0.2,2.1,43,2,-3,7,nt
CC(=O)Nc1ccc(C(=O)N2CCCCC2c2cc(C(=O)NCc3ccccc3)no2)cc1 (stereo not given),4,i,-2,nt,-0.6,nt,nt,nt,-4,1.1
CCOc1cc2[nH]c(=S)n(CC3CCCN3CC)c(=O)c2cc1OCC (stereo not given),-7,-0.3,8,-0.6,2.7,21,-1,-4,-2,nt

Reprinted at random: 2 records from the list.
Compound,Yp Topo-I inh,BH1578 lux ind,Anthrax LF prot,PfHsp40 yeast,BoNT A protease,DUSP3 inh,SARS 3CLpro inh,PriA SSB inh,CCHF vOTU inh,TcdB GH inh
COc1ccc(C(=O)N2CCN(C(C)=O)CC2)cc1S(=O)(=O)NCc1ccc(Cl)cc1,-5,-0.3,-2,0.7,0.0,-1,-2,-7,1,nt
CCOC(=O)CSc1nnc(Cn2nnc3ccccc32)n1-c1ccc(F)cc1,-6,i,nt,nt,nt,5,7,-6,-14,1.0
